West Nile virus CPE: inhibition of WNV-induced cytopathic effect – cell-based, CPE readout (AID 1621); actives 0.02% (n = 290,000); West Nile virus-infected cells, CPE inhibition; higher % means a stronger effect; one-dose CPE inhibition, % at 10 µM; IC50 in µM for titrated hits; in the data active = a potency from the dose series; inconclusive = CPE inhibition mostly from about 3.7% at the one dose, without a potency; inactive = the rest, 99 in 100 with CPE inhibition below about 2.2%; also: strong numbers were not always called active
XIAP antagonists: small molecules displacing peptide from XIAP – biochemical, IAP family, fluorescence polarization (AID 1018); actives 0.007% (n = 200,000); displacement, % at 20 µM; hits with a dose series show IC50 in µM; XIAP BIR domain, fluorescence polarization peptide displacement; higher % means a stronger effect; in the data active = displacement above about 50%; also: a part of the inactive calls stands beside numbers as strong as those of hits
Siah-1 displacement: Siah-1 peptide-binding antagonists, primary screen, biochemical, fluorescence polarization, rhodamine-plectin, uHTS (AID 1817) | Siah-1 / rhodamine-plectin peptide fluorescence polarization; higher % means a stronger effect | displacement, % at 20 µM; hits with a dose series show IC50 in µM | actives 0.02% (n = 290,000);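 active = displacement of at least 50% at 20 µM, with a fluorescence ratio check between 0.3 and a set limit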;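 also: plate controls were Siah plus tracer with DMSO for no effect and tracer alone without Siah for full effect; strong numbers were not always called active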
CSM14.1 death rescue: rescue of cells from ER stress-induced death, primary screen, 384-well, CSM14.1, thapsigargin, ATP luminescence (AID 1222) | CSM14.1 thapsigargin-induced death rescue, ATP luminescence; higher % means a stronger effect | cellular ATP content (survival), % at 20 µM; hits with a dose series show EC50 in µM | 190,000 tested, under 10 active;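 active = EC50 below 50 µM in the dose-response confirmation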;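 also: death triggered by thapsigargin at about 15 µM added after 2 h compound pretreatment; cell ATP read after overnight thapsigargin exposure of roughly 18 to 22 hours; normalized against plate controls of thapsigargin alone and 5% DMSO vehicle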
M17LAP inhibition: P. falciparum M17LAP inhibitors, primary screen, biochemical, fluorogenic H-Leu-NHMec substrate, 1536-well (AID 1619); recombinant M17LAP, H-Leu-NHMec fluorogenic kinetic assay; higher % means a stronger effect; actives 0.38% (n = 220,000); inhibition, % at 30 µM, or IC50 in µM where a hit was titrated;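 active = compound inhibiting the enzyme by more than half at any dose during confirmatory dose-response retesting; inconclusive = strong single-dose inhibitors picked by rank but not retested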;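 also: plate controls were full reaction with DMSO carrier for no effect and no enzyme background for full effect; strong numbers were not always called active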
M1AAP inhibition: P. falciparum M1AAP inhibitors, biochemical, fluorogenic H-Leu-NHMec substrate, 1536-well (AID 1445); actives 0.42% (n = 220,000); recombinant M1AAP, H-Leu-NHMec fluorogenic kinetic assay; higher % means a stronger effect; inhibition, % at 30 µM; hits with a dose series show IC50 in µM;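 active = primary inhibition above the hit cutoff, then over 50% inhibition at one or more dose response concentrations, cut at about 23% in these data, passing the limit was not always enough; inconclusive = conflicting primary data, or primary hits not chosen for dose response; inactive = low primary inhibition, or under 50% at every dose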;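 also: plate controls were DMSO full reaction for no effect and no enzyme background for full effect; strong numbers were not always called active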
Salmonella PhoP GFP: inhibitors of PhoP regulon expression, primary screen, Salmonella Typhimurium, GFP reporter (AID 1863); S. Typhimurium PhoP-regulated promoter GFP reporter, 4 h; higher % means a stronger effect; one-dose inhibition, % at 50 µM; IC50 in µM for titrated hits; actives 0.16% (n = 300,000);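 active = inhibition over 29.93%, a cutoff 3 SD above the screen mean, later confirmed by dose response; inconclusive = inhibition over 29.93% but no dose response follow-up; inactive = inhibition at most 29.93% or unconfirmed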;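 also: 0% = low Mg2+ inducing control and 100% = high Mg2+ repressing control; strong numbers were not always called active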
human PMI inhibitors: human PMI inhibitors, high substrate, primary screen, biochemical, fluorescence intensity, high mannose 6-phosphate (AID 1220); one-dose inhibition, % at 20 µM; IC50 in µM for titrated hits; actives 0.66% (n = 190,000); recombinant PMI enzyme, coupled fluorescence intensity; higher % means a stronger effect; in the data active = inhibition above about 50%
Yfh1-off respiration: enhancers of respiration in Yfh1-depleted yeast, dose response, Friedreich's ataxia, plus single-dose screen (AID 1465). S. cerevisiae Yfh1-off respiration, WST-1 reduction, 72 h; higher fold induction means a stronger effect. fold induction at 50 µM, or EC50 in µM where a hit was titrated. actives 0.074% (n = 220,000);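 active = fold induction of absorbance versus untreated yeast above a set limit, then at least 30% activation at any dose in follow-up; inconclusive = repeats straddling the limit, or above it without dose testing; inactive = fold induction below the set limit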;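 also: activators that raise dye reduction in frataxin-depleted yeast; strong numbers were not always called active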
* = called active by the depositor; i = inactive; ? = inconclusive; . = no result given. Rows were taken by chance, and some 1.6% of all compounds hit somewhere here.

SMILES	West Nile virus CPE	XIAP antagonists	Siah-1 displacement	CSM14.1 death rescue	M17LAP inhibition	M1AAP inhibition	Salmonella PhoP GFP	human PMI inhibitors	Yfh1-off respiration
Oc1ccccc1NCC(O)Cn1ccc2ccccc21 (stereo unspecified)	0.2%	-4.2%	1%	-3.1%	22%	10%	31%	55%*	i
CCN(C1CCCCC1)S(=O)(=O)c1cc(C)ccc1OC	-0.5%	2.5%	9%	-3.0%	-3%	-1%	12%	4%	i
COc1ccc(C2Nc3ccccc3C(=O)N2c2ccc(C)cc2)cc1COc1ccccn1 (stereo unspecified)	-1.1%	-18%	1%	0.9%	-20%	6%	-5%	14%	i
O=C(c1ccco1)c1nc2c(n1O)CCCCC2	-0.1%	-6.1%	-2%	0.0%	15%	10%	8%	16%	i
O=C(O)CSCC(=O)NCc1ccc(Cl)cc1Cl	0.2%	-3.1%	-1%	-0.1%	-9%	-12%	3%	5%	i
CC(C)C(=O)NC(=S)Nc1ccc(S(=O)(=O)N(C)Cc2ccccc2)cc1	2.0%	-2.1%	1%	1.8%	1%	6%	9%	10%	i
O=C(Nc1ccc2c(c1)OCO2)C1CC(c2ccc(F)cc2)=NO1 (stereo unspecified)	0.0%	-0.2%	-2%	-1.3%	7%	8%	-11%	2%	i
O=C(CSc1ncnc2scc(-c3ccc(F)cc3)c12)c1ccc2c(c1)OCCO2	-1.3%	-2.1%	6%	8.9%	-3%	6%	12%	-3%	i
CS(=O)(=O)c1cnc(-c2ccccc2)nc1-c1ccccc1Cl	2.4%	-12%	-2%	-2.1%	0%	2%	0%	-6%	i
CCOC(=O)N1CCC2(CC1)C(C#N)=C(N)Oc1c2sc2nc(C)cc(C)c12	0.6%	-4.0%	4%	0.8%	-7%	11%	1%	2%	i
CCOc1cc(/C=N/NC(=O)c2ccc(-c3csc(Nc4ccc(C)cc4)n3)cc2)ccc1OCC(=O)O	0.9%	-8.1%	24%	-2.6%	8%	14%	-8%	-3%	i
CC(C)Cc1nnc(NC(=O)CSc2ncn[nH]2)s1	0.3%	-1.2%	-1%	-1.0%	26%	-2%	4%	5%	i
Cc1ccc2c(c1)N=C(c1ccccc1)CC(C(Cl)Cl)=N2	-0.1%	.	2%	.	26%	6%	-4%	.	i
N/C(COc1ccccc1)=N\NC(=O)c1cccnc1Oc1ccccc1	-0.1%	-3.8%	0%	0.0%	19%	11%	-4%	-3%	i
COc1cccc(-n2c(N)c(C#N)c3ccc([N+](=O)[O-])cc3c2=O)c1	-0.2%	-5.5%	15%	-1.5%	-5%	0%	-6%	17%	i
Cn1ncc2c(NNC(=O)c3ccc(Cl)c(Cl)c3)ncnc21	0.1%	-4.3%	3%	-1.7%	15%	5%	-1%	7%	i
Cc1ccccc1-n1nc(SCC(=O)O)sc1=S	0.4%	-8.0%	-4%	-0.6%	-5%	10%	-4%	-14%	i
Cc1cc(C)n(CC(O)Cn2c3ccccc3c3ccccc32)n1 (stereo unspecified)	-0.5%	-6.1%	-4%	1.0%	17%	5%	7%	0%	i
Cn1c(CNc2cccc(Cl)c2)nnc1SCC(=O)OC1CCCCC1	0.1%	-3.3%	1%	-0.7%	-1%	-2%	16%	4%	i
FC(F)(F)c1ccc(Cl)c(-n2c(Cc3cccs3)n[nH]c2=S)c1	0.3%	.	-2%	.	8%	4%	-4%	.	i
C[C@H]1CC[C@H]2C(=O)N[C@H](Cc3ccccc3)C(=O)N2[C@@H]1c1ccccc1	-0.8%	-11%	0%	-3.5%	-6%	-1%	-9%	-6%	i
O=C(Nc1ccccc1)c1cnc(-c2ccccc2)nc1-c1ccccc1	1.1%	-3.6%	-5%	-1.9%	-8%	15%	0%	2%	i
CS(=O)(=O)N(CC(=O)N1CCN(Cc2ccccc2)CC1)c1ccc2c(c1)OCCO2	-0.7%	-3.6%	2%	-1.2%	-10%	-2%	8%	5%	i
CC1(C)CC(=O)C(C=NCCCO)=C(O)C1	-0.3%	-4.3%	4%	3.7%	-2%	14%	2%	0%	i
COc1cccc(C(N)CC(=O)O)c1 (stereo unspecified)	.	-1.9%	-4%	0.4%	.	.	.	8%	.
CC1(C)CC(=O)C(C=NCCN2CCN(C(=S)Nc3cccc(Cl)c3)CC2)=C(O)C1	-0.2%	-1.5%	2%	2.0%	5%	4%	0%	-5%	i
COc1cccc(OCCCN2CCCCCC2)c1	-0.5%	-0.5%	-5%	0.2%	0%	1%	2%	7%	i
Cc1ccc(C(=O)OCC(=O)NCCN2C(=O)CSC2=O)cc1	0.7%	-7.8%	24%	-1.3%	2%	?	3%	4%	i
O=C1NC2(CCCCCC2)Cc2ccccc21	-0.5%	-3.0%	-4%	0.7%	-3%	4%	5%	0%	i
CS/C(N)=N/N=C/c1c(O)ccc2ccccc12	0.0%	.	4%	.	5%	8%	1%	.	i
Cc1ccc(C(=O)NC(=S)NCCN2CCOCC2)cc1	-0.3%	-6.0%	7%	0.7%	4%	-2%	5%	-2%	i
CNC(=O)c1ccc(NC(=O)/C=C/c2cccc(F)c2)cc1	-0.7%	-4.7%	-6%	0.1%	14%	0%	4%	0%	i
CN(c1ccc(C(=O)NCCSCc2ccccc2)cc1)S(=O)(=O)c1ccccc1	-0.2%	-2.7%	7%	-2.9%	8%	3%	22%	10%	i
O=c1[nH]c(-[n+]2ccccc2)c(/C=N/NC([S-])=Nc2ccccc2)s1	0.1%	.	-2%	.	1%	16%	-76%	.	i
Cc1cc(Br)ccc1NC(=O)CNC(=O)CSc1n[nH]c(N)n1	-0.1%	-11%	2%	.	36%	6%	-2%	-5%	i
CCOC(=O)/C(C#N)=C(\N)C(C)C(=O)Nc1ccccn1 (stereo unspecified)	-0.3%	-2.6%	-3%	-0.9%	-3%	-11%	8%	10%	i
COc1ccc(/C(O)=C/C(=O)C(=O)NNC(=O)C(O)(c2ccccc2)c2ccccc2)cc1	-0.2%	-5.4%	-4%	-2.5%	-40%	29%	-20%	2%	i
O=C(Nc1ccccc1)Nc1ccc2snnc2c1	-0.3%	-3.5%	-4%	-3.0%	7%	-2%	-2%	-28%	i
O=C(CSCc1ccccc1)N/N=C/c1cc2c(cc1Br)OCO2	-0.8%	-4.5%	11%	-2.5%	-5%	3%	-4%	3%	i
Cc1ccc(CN(CC(=O)NC2CCCC2)C(=O)CSc2nnc(COc3ccccc3)o2)cc1	-0.3%	-8.8%	-6%	-2.4%	9%	-3%	0%	-14%	i
COc1cc2c(C(=O)N3CCN(C)CC3)c(CSc3ccccc3)n(C)c2cc1Br	-0.7%	-2.2%	11%	-1.0%	10%	0%	-10%	8%	i
Cc1ccc(NC(=S)NC(C)CCc2ccccc2)cc1C (stereo unspecified)	-2.2%	3.4%	5%	-2.4%	19%	7%	13%	-1%	i
Cc1sc2ncn(CC(=O)NCCCOC(C)C)c(=O)c2c1S(=O)(=O)N1CCN(c2ncccn2)CC1	0.3%	-7.6%	4%	17%	-8%	-10%	-8%	1%	i
O=C(CSc1ncccc1-c1nc2ccccc2[nH]1)N1CCCCC1	0.1%	1.5%	-3%	-0.6%	-38%	11%	1%	-6%	i
CC12C(=O)N(c3ccc(C(=O)N4CCOCC4)cc3)C(=O)C1C1c3ccccc3C2c2ccccc21 (stereo unspecified)	-0.5%	-3.6%	2%	i	18%	4%	3%	-5%	i
COc1ccccc1OCC(=O)Nc1ccc(O)cc1C(=O)O	0.0%	-3.5%	2%	1.3%	8%	8%	-9%	-7%	i
Cc1ccc(Cl)cc1N1CCN(C(=S)NCc2ccco2)CC1	-0.6%	-0.8%	4%	0.0%	6%	7%	-2%	2%	i
S=C(NCc1ccccc1)NCC1COc2ccccc2O1 (stereo unspecified)	0.5%	-5.8%	4%	-1.6%	14%	8%	0%	4%	i
O=C(OCc1cc2ccccc2[nH]c1=O)c1ccccc1	-0.2%	-4.2%	1%	-2.1%	-1%	4%	-5%	5%	i
Cc1cnc(-c2nnc(N(C)C(=O)C3CCOC3)s2)cn1 (stereo unspecified)	.	-1.6%	-2%	-1.5%	0%	3%	1%	-3%	.
COc1ccc(NC(=S)Nc2cccc([N+](=O)[O-])c2)cc1	-0.2%	3.6%	1%	-1.6%	13%	14%	6%	-10%	i
COc1ccc(CC(=O)NC(C)CCc2ccccc2)cc1 (stereo unspecified)	0.2%	-18%	6%	-1.1%	8%	7%	-1%	6%	i
COc1cc(OC)cc(C(=O)N[C@H](C(=O)Nc2ccc(NC(C)=O)cc2)C(C)C)c1	0.1%	0.0%	2%	0.6%	2%	-1%	-3%	1%	i
NC(=O)c1c(Nc2nc3c(F)cccc3s2)sc2c1CCCC2	-0.8%	1.3%	8%	0.3%	82µM*	6%	0%	-58%	i
CCOc1ccc(S(N)(=O)=O)cc1-c1nc2c(C(C)(C)C)nn(C)c2c(=O)[nH]1	0.3%	.	1%	.	13%	3%	-6%	.	i
COc1ccc(N2C(=O)CC(NC3CC3)C2=O)cc1 (stereo unspecified)	0.5%	-0.4%	9%	-0.8%	0%	4%	4%	14%	i
COCCCNC(=O)C1C2C=CC3(CN(Cc4ccc(C)cc4)C(=O)C13)O2 (stereo unspecified)	0.1%	-3.0%	3%	0.1%	-1%	0%	4%	-2%	i
CCN(CC)S(=O)(=O)c1cccc(C(=O)OCC(=O)NC(C)c2ccccc2)c1 (stereo unspecified)	0.2%	0.2%	18%	-0.2%	-3%	2%	5%	-3%	i
CCCCn1c(CNC(=O)CCC)nc2ccccc21	0.2%	-5.8%	0%	-1.9%	-2%	-1%	3%	12%	i
Cc1ccc(C)n1-c1cccc(C(=O)O)c1	0.0%	-6.6%	0%	.	21%	11%	0%	-1%	i
(list continues)
SMILES	West Nile virus CPE	XIAP antagonists	Siah-1 displacement	CSM14.1 death rescue	M17LAP inhibition	M1AAP inhibition	Salmonella PhoP GFP	human PMI inhibitors	Yfh1-off respiration
Cc1cccc(NC(=O)CCCCCN2C(=O)c3ccccc3C2=O)n1	0.3%	-9.8%	-6%	2.2%	-1%	7%	-9%	17%	i
CCN(CC)C(=O)CS(=O)(=O)CC(=O)Nc1cc(OCCOC)c(Cl)cc1Cl	-1.7%	-2.4%	7%	-1.0%	6%	-1%	5%	1%	i
CCn1c(CNc2ccc(F)cc2)nnc1SCC(=O)OC1CCCCC1	-0.5%	-7.7%	0%	1.0%	9%	-5%	-3%	18%	i
COc1ccc(NC(=O)C2CCCN(c3c4c(nc5ncnn35)CCC4)C2)cc1 (stereo unspecified)	0.6%	-12%	-2%	1.8%	5%	1%	2%	1%	i
